RORg inh: blocks mouse ROR gamma transcriptional activity; P51450; Drosophila S2 Gal4-RORgamma UAS-luciferase reporter, 20 h; Potency, µM (doses to about 53.6 µM), inactives show at the top dose activity change, negative = inhibition, hits mostly inhibitors; 310,000 compounds, 5.4% hits; AID 2551; also: % is scaled to controls: 0 for no effect and ±100 for the full control effect; nearly all actives have a fitted effect of over 60% in size
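Using a luciferase readout, inhibitors were identified by reduced reporter activity in Drosophila cells coexpressing a copper-inducible Gal4–ROR gamma fusion and UAS-driven Photinus luciferase, incubated 20 hr after 700 uM copper sulfate.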
NPC1 promoter act: activators of NPC1 promoter; Potency, µM (doses to about 9.22 µM), for the others: top-dose activation, hits mostly activators; Huh7 NPC1 promoter luciferase reporter, 24 h; 320,000 compounds, 2.4% hits;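 also: % of control where 0% means no effect; nearly all actives have a fitted effect of over 60% in size; reporter is driven by a mutant NPC1 promoter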
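Stable NPC1-promoter luciferase Huh7 line; cpd (DMSO) 24 h, 37 °C, 5% CO2; Amplite luciferase reagent 10 min RT; luminescence readout. qHTS format.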
MBNL1 CUG block: inhibitors of human MBNL1 binding to CUG repeat RNA | Potency, µM (highest dose often 57.5 µM), inactives show at the highest dose activity change, negative = inhibition, hits mostly inhibitors | AID 2675 | Q9NR56 | TR-FRET MBNL1-His/biotin-(CUG)12 binding, 665/545 ratio | 280,000 compounds, 0.036% hits; active = well fitted inhibition curve with a large enough effect in the signal ratio, with a control signal flat, not every such curve was filed as active; inconclusive = small, poorly fitted or top-dose-only effect, or effect the other way, or a change in a side signal; inactive = no such curve, though single readings can be large or run the other way; the % refers to the signal ratio; also: % is scaled to controls: 0 for no effect and ±100 for the full control effect
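Ratiometric TR-FRET (665 over 545 nm, excitation 340 nm) tracks disruption of MBNL1-His/biotin-(CUG)12 complex after 60 min at room temperature, with compounds at 92 nM to 58 uM final.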
uPA generation: blocks generation of uPA at the cell surface | 330,000 compounds, 0.31% hits | Potency, µM (titrated, usually from 38.3 µM), for inactives: at the highest dose activity change, negative = inhibition, hits mostly inhibitors | cell surface uPA generation assay, qHTS; active = well fitted inhibition curve with a large enough effect; inconclusive = small, poorly fitted or top-dose-only effect; inactive = no such curve, though single readings can be large or run the other way; tested in mouse RAW 264.7 cells; also: % is scaled to controls: 0 for no effect and ±100 for the full control effect; nearly all actives have a fitted effect of over 55% in size
p53 reactivator: re-activators of mutant p53; AID 504706; Potency, µM (titrated, usually from 92.2 µM), for inactives: at the highest dose activity change, positive = activation, most hits filed as activators; 320,000 compounds, 0.063% hits; H1299 p53-A138V BP100-luciferase reporter, luminescence, 24 h; also: % of control where 0% means no effect; nearly all actives have a fitted effect of over 45% in size
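p53-null H1299 cells stably carrying temperature-sensitive p53-A138V and a BP100-luciferase reporter were pinned with compounds (4-point, 1:5 series) and held 24 hrs at 37 deg C. Luminescence was read 10 min after detection reagent.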
Rab9 prom act: Rab9 promoter activation; Huh7 Rab9 promoter-luciferase reporter, luminescence, 24 h; 320,000 compounds, 2.8% hits; AID 485297; Potency, µM (doses to about 9.22 µM), for the others: at the top dose activation, negative = inhibition, most hits filed as activators; also: % of control where 0% means no effect; nearly all actives have a fitted effect of over 60% in size
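Measured in stably transfected Huh7 cells bearing a Rab9 promoter–luciferase construct: 24 h compound treatment at 37 °C, followed by luminescence detection.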
Gal4-VP16 FLuc: Gal4-VP16 reporter inhibition counter-screen; Drosophila S2 Gal4-VP16 UAS-luciferase, luminescence, 20 h; Potency, µM (highest dose often 53.6 µM), for the others: at the top dose activity, negative = inhibition, hits mostly inhibitors; 310,000 compounds, 3.5% hits; AID 2546;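 also: Gal4-VP16 expression switched on by copper sulfate through the metallothionein promoter; % is scaled to controls: 0 for no effect and ±100 for the full control effect; nearly all actives have a fitted effect of over 50% in size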
ELG1 genotox: genotoxicity induction in ELG1-luciferase HEK293T cells | AID 504466 | HEK293T ELG1-luciferase reporter, luminescence, 16 h | Potency, µM (top dose mostly 46 µM), for inactives: at the highest dose activity change, positive = activation, usual class: activators | 330,000 compounds, 1.3% hits; also: % of control where 0% means no effect; nearly all actives have a fitted effect of over 60% in size
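16 hr compound incubation (37 °C, 5% CO2) of HEK293T cells carrying luciferase-tagged ELG1; luciferase then measured by ONE-Glo luminescence after 30 min at RT.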
FLuc counter: firefly luciferase modulation, counter-screen for miR-21 project; P08659; AID 588342; 360,000 compounds, 6.9% hits; Potency, µM (series often up to 57.5 µM), inactives show at the highest dose activity change, negative = inhibition, usual class: inhibitors; purified FLuc, Km substrates, luminescence inhibition;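 also: plate controls were vehicle for no effect and reference inhibitor for full effect; nearly all actives have a fitted effect of over 55% in size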
Target sequence (P08659 whole entry, looked up): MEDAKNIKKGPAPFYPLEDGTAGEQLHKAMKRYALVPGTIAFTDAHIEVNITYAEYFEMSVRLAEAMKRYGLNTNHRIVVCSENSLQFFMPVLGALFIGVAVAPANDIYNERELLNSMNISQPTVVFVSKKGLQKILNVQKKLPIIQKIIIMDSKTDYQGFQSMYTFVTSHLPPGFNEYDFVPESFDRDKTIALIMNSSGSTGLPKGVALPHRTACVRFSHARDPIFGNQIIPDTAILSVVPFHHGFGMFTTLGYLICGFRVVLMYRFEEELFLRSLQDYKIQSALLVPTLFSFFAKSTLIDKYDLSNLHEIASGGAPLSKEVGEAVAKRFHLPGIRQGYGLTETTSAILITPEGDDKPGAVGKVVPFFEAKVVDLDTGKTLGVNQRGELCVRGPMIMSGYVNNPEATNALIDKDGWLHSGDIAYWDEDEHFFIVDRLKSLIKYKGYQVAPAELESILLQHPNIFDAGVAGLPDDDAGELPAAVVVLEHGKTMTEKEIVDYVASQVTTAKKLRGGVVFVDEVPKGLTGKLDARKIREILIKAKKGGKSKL
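Purified P. pyralis luciferase (10nM final) with 10uM D-luciferin and 10uM ATP (Km levels) in 50mM Tris acetate pH 7.5, 10mM Mg acetate, 0.01% Tween-20, 0.05% BSA; qHTS 6-point titration, ~60 µM downward; luminescence read.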
BRCA1 expr up: increases BRCA1 expression; MCF7-BRCA1-FFLuc reporter, luminescence, 48 h; response scale: scaled: vehicle 0%, 10 µM genistein 100%; Potency, µM (series often up to 46.1 µM), without a hit: top-dose activation, hits mostly activators; 380,000 compounds, 1.1% hits; also: nearly all actives have a fitted effect of over 80% in size; some results filed as inactive show a strong effect at the top dose
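Cells: MCF7-BRCA1-FFLuc, 2000/well. Exposure: 48 h, 37 °C, 5% CO2. Read: luminescence, 15 min post-substrate. Controls: genistein 10 microM (maximal activation), DMSO (neutral).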
The depositor's hits bear a star; ? = inconclusive; · = not tested or not shown; & = joins results of further samples; ! = not active in a repeat; [ ] = another dose, or the depositor's remark. Unless noted, calls follow the shape of the dose curve; as a rule, active = well fitted curve in the direction sought with a large enough effect; inconclusive = small, poorly fitted or top-dose-only effect, or another doubt; inactive = no such curve, though single readings can be large; an effect the other way counts as inactive or inconclusive. Potency is read from the fitted curve at half-maximal effect. A portion of the library (hit frequency here may not be typical).

Letter code – A = RORg inh; B = NPC1 promoter act; C = MBNL1 CUG block; D = uPA generation; E = p53 reactivator; F = Rab9 prom act; G = Gal4-VP16 FLuc; H = ELG1 genotox; I = FLuc counter; J = BRCA1 expr up
(1) CCN(CC)C(=O)Cn1cc(C=C2C(=O)N(C)C(=O)N(C)C2=O)c2ccccc21
  A = -19%; B = 0%; C = 1%; D = 9%; E = 1%; F = -4%[1.84 µM]; G = 0%; H = 3%; I = -15%; J = -1%
(2) Clc1ccc(-c2nc3ccc(Cl)cn3c2CN2CCCCC2)cc1
  A = 5µM*; B = 2%; C = -9%; D = 4%; E = ?; F = -4%; G = -23%; H = -5%; I = ?; J = -5%
(3) CC/C(=N\NC(=O)c1ccccc1)c1c(O)n(Cc2ccccc2)c(=O)[nH]c1=O
  A = ?; B = -2%; C = ·; D = 0%; E = 12%; F = 15%; G = -26%; H = 12%; I = -29%; J = 42%
(4) CCCOP(=O)(OCCC)C(Nc1cccc(C(F)(F)F)c1)c1ccc(C)cc1 (centres undefined)
  A = -20%; B = -5%; C = -6%; D = ·; E = -4%; F = -8%; G = ?; H = 1%; I = -1%; J = -39%
(5) CCOc1cc(CNC(C)C(O)c2ccccc2)cc(Cl)c1OCC (centres undefined)
  A = ?; B = 1%; C = -8%; D = -2%; E = -11%; F = -5%; G = ?; H = -2%; I = -1%; J = -21%
(6) CN(C)C(=S)SSC(=S)N(C)C
  A = 0.11µM*; B = -11%; C = 1%; D = ?; E = -11%; F = 10%; G = 1µM*!; H = ?; I = ?; J = -14%
(7) FC(F)(F)c1ccc2c(c1)N(CCCN1CCN(CCCl)CC1)c1ccccc1S2
  A = -25%; B = -13%; C = 7%; D = 1%; E = -6%; F = -29%; G = -8%; H = ?; I = 4%; J = -68%
(8) CCC(C)n1c(O)c(C=NCCN2CCOCC2)c(=O)[nH]c1=S (centres undefined)
  A = -11%; B = 1%; C = ·; D = -3%; E = -1%; F = 13%; G = 1%; H = -1%; I = 0%; J = -19%
(9) CCC(=Nc1cccc(C(F)(F)F)c1)c1c(O)n(C)c(=O)n(C)c1=O
  A = 5%; B = -6%; C = -4%; D = 0%; E = -1%; F = -18%; G = -2%; H = -1%; I = -1%; J = -8%
(10) COC(=O)C1=C(c2ccc(F)cc2F)C[C@@H]2CC[C@H]1N2C(=O)NC1CC1
  A = ·; B = 0%; C = ·; D = 16%; E = ?; F = -1%; G = ·; H = 1%; I = -1%; J = 11%

(next part)
Letter code – A = RORg inh; B = NPC1 promoter act; C = MBNL1 CUG block; D = uPA generation; E = p53 reactivator; F = Rab9 prom act; G = Gal4-VP16 FLuc; H = ELG1 genotox; I = FLuc counter; J = BRCA1 expr up
(11) CCc1cc(=O)[nH]c(SCCCF)n1
  A = 18%; B = 8%; C = ?; D = -2%; E = 3%; F = 9%; G = 5%; H = 2%; I = -9%; J = -23%
(12) C/C(=N\NC(=O)c1ccccc1)c1c(O)n(Cc2ccccc2)c(=O)[nH]c1=O
  A = 0%; B = -1%; C = -9%; D = 3%; E = 12%; F = 9%; G = -7%; H = 6%; I = ?; J = 37%
(13) CCC(C)Sc1cc(-c2nc3cc(C)ccn3c2NC2CCCCC2)ccc1OC (centres undefined)
  A = ·; B = ·; C = ·; D = ?; E = 3%; F = ·; G = ·; H = -4%; I = ·; J = -19%&-46%
(14) COC(=O)C1=C(c2ccc(F)cc2F)C[C@@H]2CC[C@H]1N2C(=O)N1CCOCC1
  A = ·; B = 1%; C = ·; D = 5%; E = 5%; F = 0%; G = ·; H = 0%; I = -1%; J = -10%
(15) Cc1ccccc1CC(=O)N(CCN(C)C)CC1CCCN(Cc2ccccc2F)C1 (centres undefined)
  A = -10%; B = 7%; C = -2%; D = 1%; E = ·; F = -4%; G = -2%; H = 1%; I = 1%; J = -21%
(16) COc1ccc(CNC(=O)C(NC(C)=O)C(C)C)cc1OC (centres undefined)
  A = -3%; B = -3%; C = -5%; D = 1%; E = 1%; F = -7%; G = -1%; H = 0%; I = -1%; J = -3%
(17) COC(=O)C(O)(c1ccc(NC(=S)NC(=O)c2ccccc2)cc1)C(F)(F)F (centres undefined)
  A = 10µM*; B = 16%; C = -3%; D = -6%; E = 15%; F = 12%; G = ?; H = -3%; I = ?; J = 19%
(18) O=C(COc1ccc(Cl)cc1)N1CCN(C2CCCC2)CC1
  A = -18%; B = 2%; C = -3%; D = -1%; E = 1%; F = 1%; G = 5%; H = 1%; I = -2%; J = 1%
(19) COc1ccc(-c2[nH]ncc2CNC(C)Cc2ccsc2)c(F)c1 (centres undefined)
  A = 14%; B = -2%; C = -6%; D = 5%; E = 0%; F = 7%; G = -3%; H = -2%; I = 0%; J = 22%
(20) COc1cc(C(=O)Nc2ccc(Br)cc2C(=O)c2ccccc2Cl)cc(OC)c1OC
  A = -34%; B = -6%; C = ·; D = -2%; E = 3%; F = -9%; G = -9%; H = 1%; I = 0%; J = -16%
(21) O=c1cccc2n1CC1CNC[C@H]2C1
  A = 8%; B = -1%; C = ·; D = -5%; E = 4%; F = -3%; G = 3%; H = 3%; I = -1%; J = -8%
(22) OCCOCC#CCN1CCOCC1
  A = -35%; B = -1%; C = -2%; D = 3%; E = 0%; F = 17%; G = -15%; H = 2%; I = 0%; J = 4%
(23) C=C1C[C@]2(O)[C@@]3(C)CCC(=O)C(C)(C)C3=C(O)C(=O)[C@@]2(C)[C@@H]2C(=O)O[C@@](C)(C(=O)OC)C(=O)[C@@]12C
  A = -6%; B = 21%; C = 7%; D = 15%; E = 6%; F = ?; G = -1%; H = 15%; I = ?; J = -2%

Profiles from above:
Clc1ccc(-c2nc3ccc(Cl)cn3c2CN2CCCCC2)cc1 reads RORg inh = 5µM*; NPC1 promoter act = 2%; MBNL1 CUG block = -9%; uPA generation = 4%; p53 reactivator = ?; Rab9 prom act = -4%; Gal4-VP16 FLuc = -23%; ELG1 genotox = -5%; FLuc counter = ?; BRCA1 expr up = -5%
CCC(C)n1c(O)c(C=NCCN2CCOCC2)c(=O)[nH]c1=S (centres undefined) reads RORg inh = -11%; NPC1 promoter act = 1%; MBNL1 CUG block = ·; uPA generation = -3%; p53 reactivator = -1%; Rab9 prom act = 13%; Gal4-VP16 FLuc = 1%; ELG1 genotox = -1%; FLuc counter = 0%; BRCA1 expr up = -19%
CCOc1cc(CNC(C)C(O)c2ccccc2)cc(Cl)c1OCC (centres undefined) reads RORg inh = ?; NPC1 promoter act = 1%; MBNL1 CUG block = -8%; uPA generation = -2%; p53 reactivator = -11%; Rab9 prom act = -5%; Gal4-VP16 FLuc = ?; ELG1 genotox = -2%; FLuc counter = -1%; BRCA1 expr up = -21%
